Granule exo inh = lytic granule exocytosis inhibition; TALL-104 LAMP-1 surface exposure, flow cytometry; cells stimulated with thapsigargin and PMA; inhibition, % at 10 µM; 360,000 tested, 0.66% active; AID 651702;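 active means inhibition above about 55%, limit read from the data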
aDG glyco up = alpha-DG glycosylation activation; 360,000 tested, 0.22% active; Pro5-aDG cells, alpha-DG glycosylation AlphaScreen (IIH6); 0% Pro5, 100% B10-LARGE cell signal; activation, % at 10 µM; AID 624168;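 active means activation of at least 8% versus controls, or a plate z-score of at least 8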;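 further: Pro5 are CHO cells carrying HIG-tagged alpha-DG that lacks glycosylation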
CaV13 ICDI inh = Disruptors of the CACNA1D IQ motif to Ca2+-dependent inactivation inhibitor domain association, primary screening, Förster resonance energy transfer in intact living …; HEK cells, CFP/YFP FRET ICDI-IQ, plate reader, 10 min; percent FRET-ratio fall versus neutral wells; inhibition, % at 12.3 µM; 340,000 tested, 0.098% active; AID 743397;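 active means mean replicate inhibition of at least 30% and at least 1% of replicates passing that level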;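 further: 0% = median of the neutral control wells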
hiPSC survival = increases survival of single human iPS cells; survival enhancement, % at 20 µM; hiPSC single-cell survival, ATPlite luminescence; 100% = ROCK inhibitor wells, 0% = DMSO; 360,000 tested, 0.044% active; AID 602274; in the data active means survival enhancement above about 18%;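 further: cells exposed to compounds for 16 hours before the ATP read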
PDI inh = blocks human protein disulfide isomerase activity. P07237. PDI insulin aggregation turbidity, A650, 90 min. inhibition, % at 10 µM. 350,000 tested, 0.052% active. AID 588391;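 active means mean inhibition across replicates of 30% or more, whatever share of single replicates reach that level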;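 further: absorbance from insulin aggregation driven by PDI reduction with DTT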
Target sequence (P07237 whole entry, looked up): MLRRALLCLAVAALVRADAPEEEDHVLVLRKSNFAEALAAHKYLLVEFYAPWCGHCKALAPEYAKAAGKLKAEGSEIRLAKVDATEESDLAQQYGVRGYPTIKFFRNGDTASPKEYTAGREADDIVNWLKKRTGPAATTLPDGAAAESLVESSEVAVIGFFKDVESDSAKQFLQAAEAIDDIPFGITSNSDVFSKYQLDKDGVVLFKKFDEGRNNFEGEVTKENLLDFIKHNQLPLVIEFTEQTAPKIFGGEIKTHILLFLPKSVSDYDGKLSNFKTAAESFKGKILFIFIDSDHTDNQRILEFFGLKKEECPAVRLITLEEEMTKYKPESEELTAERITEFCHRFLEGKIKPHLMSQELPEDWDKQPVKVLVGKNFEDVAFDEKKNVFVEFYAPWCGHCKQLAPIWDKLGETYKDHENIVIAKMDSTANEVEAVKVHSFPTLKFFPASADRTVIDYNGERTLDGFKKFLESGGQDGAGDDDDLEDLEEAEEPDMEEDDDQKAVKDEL
Glyco luc inh = N-linked glycosylation inhibition; D54 ERlucT glycosylation luciferase reporter, 24 h; percent of 100 nM tunicamycin response; reporter increase, % at 12.5 µM; 360,000 tested, 0.23% active; AID 588692;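 active means mean luciferase reporter signal, scaled so untreated is 0 and the glycosylation-blocking control 100, at or above a set limit in every replicate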;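 further: luciferase carries N-glycosylation sites so blocking glycosylation raises the light; 0% = median of neutral control wells and 100% = median of 100 nM tunicamycin wells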
m5-HT2A agonist = agonists of mouse serotonin 5-HT2A receptor (HTR2A). 360,000 tested, 0.66% active. AID 624169. activation, % at 7.6 µM. P35363. CHO-K1 mHTR2A beta-arrestin complementation, luminescence; percent of 30 µM serotonin response;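 active means activation above a run cutoff, the mean activation of all tested compounds plus 3 SD, cut at about 14% in these data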;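 further: 0% = plate median of compound wells and 100% = 30 µM serotonin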
Target sequence (P35363 whole entry, looked up): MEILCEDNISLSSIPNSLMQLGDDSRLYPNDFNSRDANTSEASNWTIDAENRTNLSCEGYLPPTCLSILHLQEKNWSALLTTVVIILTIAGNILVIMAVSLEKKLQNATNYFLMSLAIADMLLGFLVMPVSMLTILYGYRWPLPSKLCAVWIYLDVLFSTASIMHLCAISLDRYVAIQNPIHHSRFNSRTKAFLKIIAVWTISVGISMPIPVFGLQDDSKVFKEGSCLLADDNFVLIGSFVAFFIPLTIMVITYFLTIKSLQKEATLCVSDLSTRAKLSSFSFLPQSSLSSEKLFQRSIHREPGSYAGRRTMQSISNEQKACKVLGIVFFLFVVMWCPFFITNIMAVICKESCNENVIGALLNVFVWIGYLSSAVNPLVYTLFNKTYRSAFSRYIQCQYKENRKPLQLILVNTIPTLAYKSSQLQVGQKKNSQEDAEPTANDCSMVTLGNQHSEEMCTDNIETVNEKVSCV
Vif inh = inhibitors of HIV Vif; 340,000 tested, 0.35% active; inhibition, % at 7.49 µM; HEK293T cells, Vif self-association by quenched fluorescence, imaging, 24 h; AID 602346; in the data active means inhibition above about 50%, passing the limit was not always enough; further: some results filed as inactive read as strong as hits
ABCB6 inh MLPCN = blocks the human ABCB6 transporter; Q9NP58; K562-ABCB6 porphyrin accumulation, flow cytometry, 1 h; stronger effect = lower value; fluorescence ratio to DMSO, % at 10 µM; 360,000 tested, 0.19% active;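 active means fluorescence ratio to DMSO below 75%, the collection mean minus 3 SD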;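 further: signal is porphyrin accumulated inside mitochondria; 100% equals median channel fluorescence of DMSO control wells; lower ratio means ABCB6 inhibition with less porphyrin fluorescence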
Cardio protect = protects H9c2 cardiomyocytes from peroxide injury; AID 588492; 360,000 tested, 0.63% active; H2O2 injury protection, ATPLite, 2 h; protection from H2O2 cell death, % at 20 µM;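 active means compounds giving at least 50% protection of heart cells from peroxide-induced death in the single-dose screen, raw or plate-pattern-corrected value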;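 further: 0% = DMSO wells with peroxide and 100% = DMSO wells without peroxide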
Active calls of the source: *; nt = not tested or not shown. This is a random part of the collection (roughly 3.1% active in at least one column).

SMILES	Granule exo inh	aDG glyco up	CaV13 ICDI inh	hiPSC survival	PDI inh	Glyco luc inh	m5-HT2A agonist	Vif inh	ABCB6 inh MLPCN	Cardio protect
CCOc1cccc(C2C(C#N)=C(N)Oc3cc(C)oc(=O)c32)c1OCC (centres undefined)	3	0.1	-4	7.3	-6	2	1	4	119	-1
C[C@@H]1CN([C@H](C)CO)C(=O)CCCn2cc(nn2)CO[C@H]1CN(C)C(=O)Nc1ccc(C(F)(F)F)cc1	-2	0.3	-9	-1.5	5	0	10	-4	98	-4
O=C(CCn1nc(-c2ccccc2)c2ccccc2c1=O)Nc1cccnc1	-1	2.6	-18	0.3	-2	1	13	7	96	14
CNC(=O)N(O)C1N(/N=C/c2c(F)cccc2Cl)C(=S)SC1(C)C (centres undefined)	3	0.0	-13	-0.7	-15	-1	-5	-7	100	-2
COc1ccccc1NC=C1C(=O)OC(C)(C)OC1=O	2	-0.3	-5	6.8	-1	0	3	-2	99	5
CCOC(=O)c1c(NC(=O)CN2CCOCC2)sc2c1CCCC2=O	-3	-0.1	-10	1.3	-8	-2	0	-7	94	7
CCN1C(C#N)=C(C#N)N=C(C)CC1(C)C	-2	-0.2	-6	0.3	-1	1	25*	2	98	0
CCN(CC(=O)NCCc1ccc(F)cc1)Cc1nc2ccccc2c(=O)[nH]1	5	-0.1	-1	1.2	10	0	4	0	98	-8
CC1CCc2nn(CC(=O)NCCC3=CCCCC3)cc2C1 (centres undefined)	0	0.3	-1	0.2	nt	0	1	-5	100	0
O=P(O)(c1ccccc1)c1ccccc1O	-2	0.7	0	-1.6	-3	3	0	5	89	16
C/C(Cl)=C/Cn1c(SCC(C)C)nc2c1c(=O)[nH]c(=O)n2C	-2	-0.1	nt	4.6	0	1	-3	-10	95	-22
NC(=O)C12CCCC(Br)(CCC1)C2	-4	0.0	-7	-0.6	0	0	1	-3	97	11
COc1cccc(N(C(=O)CS(=O)CC(=O)Nc2ccc(F)cc2)C(C(=O)NC2CCCCC2)c2cccs2)c1 (centres undefined)	2	0.3	-2	0.1	-14	1	6	-10	97	-6
CCCc1nnc(SCC(=O)N2C(C)CCCC2C)n1CCCOC (centres undefined)	-1	-0.4	-5	1.6	-9	0	0	16	84	6
Cc1ccn2c(C(=O)NN=C3CCN(C)CC3)c(C)nc2c1	-5	-0.1	-7	4.8	-2	2	-5	-3	103	-6
O=C(Cn1cc([N+](=O)[O-])cn1)N1CCc2ccccc21	-2	-0.1	-5	2.5	7	2	16*	-4	103	-7
Cc1ccc(C)c(NC(=S)N(Cc2ccco2)C(C)c2cccs2)c1 (centres undefined)	3	-0.1	1	0.9	0	1	1	1	95	1
Fc1ccc(Nc2nc(-c3ccncc3)cs2)cc1	0	0.1	-3	-0.6	5	-5	0	-1	98	-15
Cc1ccc(C)c(OCC(=O)N/N=C/c2c(C)nn(-c3ccccc3)c2Cl)c1C	-1	1.8	-5	-0.5	-12	-6	1	-1	97	-3
O=C(OCCCCN1C(=O)c2ccccc2C1=O)c1n[nH]c2ccccc12	0	-0.3	-4	2.1	-5	-1	7	0	83	15
CCC(Oc1ccccc1)C(=O)Nc1ccccc1N1CCCCC1 (centres undefined)	0	0.1	-10	-0.4	0	-8	-3	-11	91	-10
CC(=O)N(Cc1cccs1)C1CCOC(C)(C)C1 (centres undefined)	-2	-0.1	-7	-0.7	20	0	-1	-4	103	14
COc1ccc(-n2nc([N+](=O)[O-])c(=NCCc3ccccc3)n2O)cc1	0	0.0	-5	-0.9	-23	6	5	-4	96	2
Cc1ccc(Nc2nc(NCc3ccccc3)nc3ccsc23)c(C)c1	22	1.3	-4	-1.8	-9	5	-13	-16	103	-8
CCc1ccccc1NC(=O)COc1ccc2c(=O)c(Oc3cc(C)ccc3C)coc2c1	0	0.2	-15	-1.0	3	-1	6	-2	91	-3

The final two entries of the part before lead into the next:
SMILES	Granule exo inh	aDG glyco up	CaV13 ICDI inh	hiPSC survival	PDI inh	Glyco luc inh	m5-HT2A agonist	Vif inh	ABCB6 inh MLPCN	Cardio protect
Cc1ccc(Nc2nc(NCc3ccccc3)nc3ccsc23)c(C)c1	22	1.3	-4	-1.8	-9	5	-13	-16	103	-8
CCc1ccccc1NC(=O)COc1ccc2c(=O)c(Oc3cc(C)ccc3C)coc2c1	0	0.2	-15	-1.0	3	-1	6	-2	91	-3
COc1ccc(-c2oc3ccccc3c2C(=O)OCc2ccccc2OC)cc1	-4	0.1	-9	-1.1	2	-2	1	-5	92	-7
O=C(Nc1ccn(Cc2c(F)c(F)cc(F)c2F)n1)c1cccc(Cn2cc([N+](=O)[O-])cn2)c1	0	-0.2	-12	3.0	0	-5	4	-3	104	7
O=C(Nc1csnn1)OCc1ccccc1	-3	0.1	-7	0.1	-5	-1	-4	-4	107	-5
Nc1nc(SCC(=O)Nc2ccc(Cl)cn2)n[nH]1	1	-0.2	1	1.0	3	-1	-1	-3	92	0
O=C(NCC(c1cccnc1)N1CCN(c2ccc(F)cc2)CC1)OCc1ccccc1 (centres undefined)	8	0.5	nt	1.3	-3	-2	-8	-20	109	-12
CC(C(=O)NCc1cccnc1)N1C(=O)c2ccccc2C1=O (centres undefined)	0	0.1	-5	-1.1	10	0	0	2	87	0
CCOC(=O)C1CCCN(C(=O)CSc2ccccc2)C1 (centres undefined)	-1	-0.2	-3	4.4	-6	-1	-2	1	99	2
O=C(CCC(=O)N(CC(=O)NC1CCCCC1)c1ccc2c(c1)OCO2)Nc1ccccn1	0	-0.1	-2	-2.5	-2	-1	-1	7	97	-2
COc1ccc(S(=O)(=O)Nc2ccc3c(c2)CC(=O)N([C@@H](C)CO)C[C@H](C)[C@@H](CN(C)S(=O)(=O)c2ccc(F)cc2)O3)cc1	-1	0.0	-3	-0.7	4	1	9	6	94	5
CCCOC1(NC(=O)c2ccccc2)C(C)=CC(=O)C=C1C	0	-0.2	-5	-0.1	8	-3	-2	18	93	8
Nc1ccccc1SSc1ccccc1N	33	0.1	-18	-0.6	2	2	4	-4	102	-4
CN(C)S(=O)(=O)c1cccc(NC(=O)CSc2nncn2-c2ccccc2)c1	-2	0.0	2	0.3	-13	3	-2	-7	100	-6
CCc1ccc(N(C(=O)c2snc(C(N)=O)c2N)C(C(=O)NCCC(C)C)c2c[nH]c3ccccc23)cc1 (centres undefined)	-3	-0.5	-5	-0.6	-3	-1	3	9	105	0
Cc1ccc(C(=O)Nc2ccccc2-c2ccccc2)cc1[N+](=O)[O-]	-1	0.4	-7	-0.2	-3	1	1	nt	106	-2
O=C(COC(=O)c1ccc([N+](=O)[O-])cc1Cl)NCc1ccco1	-7	-0.2	-5	-0.3	13	0	2	-4	98	-7
CCOc1ccc2c(c1)-c1c(ssc1=S)C(C)(C)N2C	4	-0.7	nt	3.4	11	-2	-2	-1	91	-11
CC(C)C(=O)Nc1cc(=O)[nH]c2ncnn12	2	1.4	-3	0.8	-1	4	3	-3	106	-1
NCCCCNCCCN	-3	0.1	-6	-1.7	-2	0	5	14	98	-10
COCCn1c(SCCOc2ccccc2)nc2ccccc2c1=O	67*	0.7	1	-0.4	-2	-4	-4	-4	94	-7
C/C(=N\Nc1cccc2cccnc12)c1ccc(N)cc1	0	-0.3	-9	-0.9	0	1	5	1	121	7
CCC(=O)N/C(N)=N/c1nc(C)c2cc(C)c(C)cc2n1	-8	-0.1	-4	-0.3	2	1	0	-4	101	4
O=C(Nc1nc(-c2ccccc2)cs1)C1COc2ccccc2O1 (centres undefined)	-3	2.7	nt	-0.7	1	4	-5	-2	101	18
COc1ccc(-c2nc(C(=O)O)cs2)cc1OC	0	-0.2	-7	0.7	-5	-1	-2	9	86	8
CCOC(=O)C1=C(N)OC2=C(C(=O)CC(C)(C)C2)C1c1ccoc1 (centres undefined)	1	0.3	6	-2.9	8	3	3	24	99	3
CCc1cccc(C)c1NC(=O)CSc1nnc(Cc2csc(C)n2)o1	-11	-0.1	-2	0.1	4	3	-4	nt	92	10
(next part)
SMILES	Granule exo inh	aDG glyco up	CaV13 ICDI inh	hiPSC survival	PDI inh	Glyco luc inh	m5-HT2A agonist	Vif inh	ABCB6 inh MLPCN	Cardio protect
COc1ccc(C(=O)NCCc2nc3cc([N+](=O)[O-])ccc3n2C)cc1	12	-0.2	-5	-1.1	4	0	-1	8	103	14
CC(C)OC(=O)CSc1nc2ncccc2[nH]1	-1	0.0	-4	-3.1	0	1	-1	nt	99	1
CN(C)CCOc1ccc2c(c1)Sc1ccccc1CC2=O	2	0.2	-8	-1.2	19	1	-4	4	97	9
Cn1c(CCc2ccccc2)n[nH]c1=S	-2	0.0	-6	0.5	-5	1	7	-6	94	-8
Cc1cc(NC2=CC(=O)C(=O)c3ccccc32)no1	14	14*	-6	1.8	-9	-2	4	-10	100	-18
Cc1ccc(NC2CC(=O)N(CCc3ccccc3)C2=O)cc1 (centres undefined)	0	-0.2	-7	-0.4	-2	-1	-4	nt	95	-2
Cc1csc(NC(=O)CN2C(=O)COc3ccc(Cl)cc32)n1	-15	-0.3	-5	-0.5	-3	1	-1	-5	98	5
CCOc1ccc(Nc2nc(C)cc(C)c2C#N)cc1	-1	0.0	nt	-1.0	-1	0	0	4	93	3
CSCCC(NC(=O)c1ccco1)C(=O)N1CCN(c2ccccc2O)CC1 (centres undefined)	1	-0.1	-7	-0.4	-1	-1	7	6	96	-3
CC1(C)C(=O)CC[C@]2(C)C3C(=O)C=C4[C@H]5C[C@@](C)(C(=O)O)CC[C@]5(C)CC[C@]4(C)[C@]3(C)CC[C@@H]12 (some centres undefined)	47	0.2	-5	0.8	-3	1	3	2	103	-4
CSc1nnc(C)c(=O)n1COC(=O)COc1ccc(Cl)cc1Cl	3	-0.2	-2	-0.6	-1	0	3	-4	103	2
CCOc1cccc2sc(=NC(=O)c3ccco3)n(CC(=O)OC)c12	14	-0.1	-5	-0.3	8	-1	3	-4	97	33
CCn1cc(C(=O)NCCCOC(C)C)c2cc(OC)c(OC)cc2c1=O	2	-0.1	nt	0.3	2	0	-4	nt	96	8
c1ccc2cc(C3CCCCC3)ncc2c1	-14	0.1	-4	-1.3	6	1	2	0	94	-4

Laid out differently: results already given.
CSc1nnc(C)c(=O)n1COC(=O)COc1ccc(Cl)cc1Cl
  Granule exo inh = 3	aDG glyco up = -0.2	CaV13 ICDI inh = -2	hiPSC survival = -0.6	PDI inh = -1	Glyco luc inh = 0	m5-HT2A agonist = 3	Vif inh = -4	ABCB6 inh MLPCN = 103	Cardio protect = 2

CSCCC(NC(=O)c1ccco1)C(=O)N1CCN(c2ccccc2O)CC1 (centres undefined)
  Granule exo inh = 1	aDG glyco up = -0.1	CaV13 ICDI inh = -7	hiPSC survival = -0.4	PDI inh = -1	Glyco luc inh = -1	m5-HT2A agonist = 7	Vif inh = 6	ABCB6 inh MLPCN = 96	Cardio protect = -3

COc1ccc(C(=O)NCCc2nc3cc([N+](=O)[O-])ccc3n2C)cc1
  Granule exo inh = 12	aDG glyco up = -0.2	CaV13 ICDI inh = -5	hiPSC survival = -1.1	PDI inh = 4	Glyco luc inh = 0	m5-HT2A agonist = -1	Vif inh = 8	ABCB6 inh MLPCN = 103	Cardio protect = 14

c1ccc2cc(C3CCCCC3)ncc2c1
  Granule exo inh = -14	aDG glyco up = 0.1	CaV13 ICDI inh = -4	hiPSC survival = -1.3	PDI inh = 6	Glyco luc inh = 1	m5-HT2A agonist = 2	Vif inh = 0	ABCB6 inh MLPCN = 94	Cardio protect = -4

Assay outcomes deposited in PubChem BioAssay by several laboratories.
